# GPT2 inh: GPT2 alanine aminotransferase inhibition; Q8TD30; Recombinant GPT2, coupled pyruvate oxidase/HRP Amplex Red fluorescence; Potency, µM (highest dose often 57.7 µM), for the others: at the highest dose activity change, negative = inhibition, hits mostly inhibitors; actives 0.25% (n = 100,000); note: potency is the fitted concentration of half-maximal effect; nearly all actives have a fitted effect of over 60% in size; many of its hits are not listed in these tables
#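 Fluorescence of coupled pyruvate oxidase/HRP/Amplex Red system (50uM Amplex, 30 min, dark) reports pyruvate formed by GPT2. Enzyme reaction: 10ng/uL GPT2, 2mM L-alanine, 250uM a-KG, 30 min room temperature, pH 7.5; 50uM AOA control.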
# SNCA expr inh: SNCA gene expression inhibition; HEK-293 SNCA-luciferase knock-in, luminescence, 24 h; Potency, µM (series often up to 57.2 µM), for inactives: at the highest dose activity change, negative = inhibition, most hits filed as inhibitors; actives 0.17% (n = 140,000); AID 1671194;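 note: potency is the fitted concentration of half-maximal effect; plate controls were DMSO cells for no effect and cell-free wells for full effect; nearly all actives have a fitted effect of over 45% in size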
# NIH3T3 tox: kills NIH 3T3 cells; NIH 3T3 viability, CellTiter-Glo ATP luminescence, 48-72 h; Potency, µM (series often up to 96.7 µM), inactives show at the highest dose activity change, negative = cytotoxicity, actives largely listed as inhibitors; actives 4.3% (n = 94,000); note: potency is the fitted concentration of half-maximal effect; nearly all actives have a fitted effect of over 55% in size
#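 Viability of NIH 3T3 cells after 48 or 72 hr compound treatment at 37 °C was assessed by CellTiter-Glo, with luminescence imaged following a 10 min room-temperature step.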
# HEK293 viab: counter-screen for SNCA expression inhibitors: cell viability; HEK-293-SNCA-luc viability, GF-AFC fluorescence, 24 h; Potency, µM (series often up to 57.1 µM), for the others: at the highest dose activity change, negative = cytotoxicity, usual class: cytotoxic; actives 0.12% (n = 150,000);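 note: potency is the fitted concentration of half-maximal effect; 0% = DMSO-treated cells and -100% = medium-only wells without cells; nearly all actives have a fitted effect of over 30% in size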
#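 HEK-293-SNCA-luc cells (1500/well) plated 24 h, then exposed 24 h to a dilution series; GF-AFC added 30 min at 37C, fluorescence 405/540 nm; normalised to medium-only and DMSO wells, Hill fit.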
# Luciferase inh: inhibitors of firefly (Photinus pyralis) luciferase; Potency, µM (top dose mostly 115 µM), inactives show at the highest dose activity change, negative = inhibition, most hits filed as inhibitors; purified P. pyralis luciferase, luminescence, biochemical; AID 1347043; actives 2.5% (n = 76,000); note: potency is the fitted concentration of half-maximal effect; nearly all actives have a fitted effect of over 65% in size
# Target sequence (P08659 whole entry, looked up): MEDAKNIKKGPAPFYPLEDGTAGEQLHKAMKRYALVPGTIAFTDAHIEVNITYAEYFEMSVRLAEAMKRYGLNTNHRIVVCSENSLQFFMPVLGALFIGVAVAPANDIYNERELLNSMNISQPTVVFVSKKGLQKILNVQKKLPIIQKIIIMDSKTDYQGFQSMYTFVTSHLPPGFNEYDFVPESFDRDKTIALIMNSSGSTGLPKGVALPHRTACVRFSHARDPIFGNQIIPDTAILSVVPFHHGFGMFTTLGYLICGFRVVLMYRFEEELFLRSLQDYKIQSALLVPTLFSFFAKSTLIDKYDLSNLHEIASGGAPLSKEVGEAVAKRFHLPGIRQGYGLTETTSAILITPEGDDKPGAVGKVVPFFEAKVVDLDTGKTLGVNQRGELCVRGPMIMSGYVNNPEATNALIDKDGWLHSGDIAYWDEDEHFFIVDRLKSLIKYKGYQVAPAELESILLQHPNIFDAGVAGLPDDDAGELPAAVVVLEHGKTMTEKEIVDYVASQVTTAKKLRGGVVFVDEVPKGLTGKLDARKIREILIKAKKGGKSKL
#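 Biochemical qHTS: compound (6-point titration) added to 10uM D-luciferin plus 10uM ATP in Tris acetate pH 7.5 buffer with Mg, Tween-20 and BSA, then purified enzyme at 10nM; light output imaged.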
# IP6K1 inhibitor: IP6K1 kinase inhibition; IP6K1 kinase, ADP-Glo luminescence, 2 h; hits give low values; activity change, % (series mostly up to about 58 µM); actives 0.81% (n = 140,000); in the data active = activity change below about -25%
# Target sequence (Q92551 whole entry, looked up): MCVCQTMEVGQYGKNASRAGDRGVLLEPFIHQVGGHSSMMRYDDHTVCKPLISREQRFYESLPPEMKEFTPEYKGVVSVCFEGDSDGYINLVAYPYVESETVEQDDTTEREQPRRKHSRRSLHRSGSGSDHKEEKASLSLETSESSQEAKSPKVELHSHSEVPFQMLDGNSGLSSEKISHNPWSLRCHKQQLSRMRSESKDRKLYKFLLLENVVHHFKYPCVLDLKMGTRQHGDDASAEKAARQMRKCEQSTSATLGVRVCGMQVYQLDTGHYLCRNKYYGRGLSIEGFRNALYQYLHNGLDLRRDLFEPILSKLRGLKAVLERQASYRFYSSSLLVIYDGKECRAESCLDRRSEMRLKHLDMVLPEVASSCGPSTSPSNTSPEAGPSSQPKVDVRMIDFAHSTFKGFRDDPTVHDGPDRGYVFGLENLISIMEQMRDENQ
#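 ADP-Glo luminescence measures ADP made by human IP6K1 during a 2 h RT reaction with ATP/IP6 (mix at 1.3 mM/130 uM); top library doses 57.5 and 19.1 uM final.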
# HEK cytotox: cytotoxic compounds in HEK 293 cells. Potency, µM (series often up to 115 µM), for inactives: at the top dose activity change, negative = cytotoxicity, actives largely listed as inhibitors. HEK 293 viability, ATP luminescence (CellTiter-Glo), 48-72 h. actives 6.6% (n = 94,000). AID 1345083; note: potency is the fitted concentration of half-maximal effect; nearly all actives have a fitted effect of over 60% in size
#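 Cytotoxicity was scored by loss of ATP-coupled luminescence (CellTiter-Glo) in HEK 293 cells. Compound treatment ran 48 or 72 hr at 37 degree Celsius, 5% CO2, 95% humidity.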
# Numbers without * were called inactive; i = inactive; ? = inconclusive; / = no result given; & = joins results of further samples; [ ] = dose if it differs, or a comment. Unless noted, calls come from the whole dose curve; as a rule, active = well fitted curve in the direction sought with a large enough effect; inconclusive = small, poorly fitted or top-dose-only effect, or another doubt; inactive = no such curve, though single readings can be large; an effect the other way counts as inactive or inconclusive. Unless noted, % is set by controls: 0 for no effect and ±100 for the full control effect.
structure	GPT2 inh	SNCA expr inh	NIH3T3 tox	HEK293 viab	Luciferase inh	IP6K1 inhibitor	HEK cytotox
O=C(Cc1ccc2c(c1)OCO2)N(Cc1ccncc1)Cc1cccc(OCCc2ccc(F)cc2)c1	i	?	35.5µM*	-17.7%	-11.1%	24.2	39.8µM*
COCC(=O)Nc1ccc([C@H]2OCC(=O)N(CC(C)C)[C@@H]2CO)cc1	0.8%[88.5 µM]	13.9%[87.6 µM]	-10.6%[174 µM]	4.3%[87.6 µM]	1.7%[172 µM]	8.5	-22.5%[172 µM]
O=C(c1ccc(CSc2ncccn2)o1)N1CCC2(CCOCC2)CC1	1.8%	0.6%	?	-1.9%	?	-9.2	-29.4%
COc1cccc(C(=O)N2CCCC(c3nn[nH]n3)C2)c1 (configuration not stated)	i	6.8%	-4.6%	5.3%	0.0%	8.2	i
FC(F)(F)c1ccnc(-c2cc(NCc3ccccn3)nc3[nH]ccc23)c1	3.6%	-17.9%	?	22.3%	?	2.2	?
O=C(c1ccccc1F)N1CCC(N2CCCNC2=O)CC1	4.0%&-3.6%[88.5 µM]	10.5%&-15.4%[87.6 µM]	0.2%[138 µM]	16.7%&3.8%[87.6 µM]	5.8%&-0.3%[172 µM]	10.0&9.5	i
O=C(NCc1cccs1)C1CCCN(Cc2cccc(-c3ccc(F)cc3F)c2)C1 (configuration not stated)	i	?	?	-9.7%	/	-3.9	44.7µM*
Cc1ccccc1CN1CCC2(CC1)OCCN(Cc1ccccc1)C2=O	1.8%[88.5 µM]	4.9%[87.6 µM]	?	-2.0%[87.6 µM]	0.4%[172 µM]	-0.9	?
O=C1CCN(C(=O)Cc2ccccc2)CCCC(c2nc(-c3cnccn3)no2)CCN1 (configuration not stated)	i	49.4%[activator]	-6.2%	-25.6%	-0.4%	30.4	-8.4%
O=C(c1ccccc1F)N1CCC(N2CC3CC(C2)[C@H]2CCCC(=O)N2C3)CC1 (some centres not stated)	-3.1%	8.8%	2.5%	-3.9%	3.0%	11.8	-3.2%
COc1ccc(CC(=O)N2CC[C@@H](CC(=O)O)[C@@H](CCN(C)c3ccccc3)C2)cc1	i	-13.9%[87.6 µM]	?	-5.4%[87.6 µM]	8.0%[172 µM]	-7.9	-15.5%[172 µM]
O=C(C1CC1)N1CCC(Cc2nc(-c3ccc(F)cc3)no2)CC1	-1.9%	3.0%	?	-11.0%	-20.1%	13.6	?
COc1cccc(-c2cc(C3CCN(C(=O)Nc4cccc(C)c4)CC3)[nH]n2)c1	i	3.6%	?	-6.2%	?	-5.7	?
CCCCN(CC)C(=O)Cn1c(=O)n(-c2ccc(OCC)cc2)c(=O)c2c3c(sc21)CCCC3	/	3.9%	/	-4.5%	/	-10.0	/
Cc1ccc2[nH]c(=O)c(CCC(=O)O)cc2c1	i	26.8%	i	-2.8%	-1.4%	-2.9	6.0%
CCc1ccc(-n2c(=O)c3cccnc3n2CC(=O)Nc2cc(F)ccc2F)cc1	/	3.4%	/	2.6%	/	-12.4	/
COc1ccc(CNC(=O)CCc2c(C)nc3nc(CNC(=O)OC(C)(C)C)nn3c2C)cc1	/	-17.5%	/	4.1%	/	0.0	/
O=C(Nc1cccc(-n2cccn2)c1)C1CCCN(C(=O)N2CCOCC2)C1 (configuration not stated)	?	-8.0%	-15.3%	6.4%	-7.2%	5.0	-21.4%
CCOC(=O)c1ccc(CN(Cc2ccccc2C)S(=O)(=O)c2ccc(F)c(C)c2)cc1	/	3.7%	/	?	/	-3.5	/
Cc1cccc(C(=O)N2C(C(=O)N3CCOCC3)COC23CCN(C(=O)CC(C)(C)C)CC3)c1 (configuration not stated)	i	-12.5%	3.4%	12.0%	6.0%	-17.5	i
Cc1ccc(C(=O)N2CCC3(CC2)CC(C(C)C)=NO3)cc1	i	1.6%[87.6 µM]	-12.0%[138 µM]	-14.6%[87.6 µM]	-0.6%[172 µM]	-5.6	1.3%[172 µM]
COc1ccc(Cl)cc1C(=O)Nc1ccc2nc(Nc3cccc(Cl)c3)cc(C)c2c1	/	11.9%	/	28.5%	/	9.6	/
CSCC(=O)N1C[C@@H](NC(=O)Nc2cccc(SC)c2)C[C@H]1C(=O)N[C@@H](CCS(C)(=O)=O)C(N)=O	-4.0%	8.8%	2.4%	3.9%	2.7%	4.0	i
COc1ccc(OC(C)C(=O)NCc2nc(-c3cccc(C)c3)no2)cc1 (configuration not stated)	/	-16.6%	/	9.4%	/	20.3	/
Cc1cccc(N2CCN(C(=O)c3cc4c(=O)oc5ccccc5c4s3)CC2C)c1 (configuration not stated)	/	20.3%	/	25.4%	/	3.0	/
CC(C)CNC(=O)c1cc(C2CC2)nc2c1c(C1CCCN1)nn2C (configuration not stated)	-1.8%	14.7%	i	8.1%	/	0.0	-2.9%
CCOc1ccc(NC(=O)c2ccc(-c3ccccc3)s2)cc1	/	10.9%	/	-2.5%	/	-1.0	/
CN(C)c1nc2c(c(=O)[nH]1)CCN(CCc1ccccc1)CC2	-5.7%	4.2%	1.4%	4.4%	-3.9%	7.8	-5.4%
COCC1CN(C(C)=O)CC12CCN(Cc1ccc(F)cc1Cl)CC2 (configuration not stated)	i	-10.1%	-11.0%	-0.7%	0.0%	5.5	-15.2%
Cc1ccc(NC(=O)CCc2c(C)nc3cc(-c4ccccc4)nn3c2C)cc1F	/	?	/	13.4%	/	0.5	/
Cc1cc2nc3n(c(=O)c2n1CC(=O)Nc1ccc2c(c1)OCO2)CCCCC3	i	3.2%	-29.5%	-10.0%	-0.1%	3.5	?
COC(=O)CNC(=O)C1CCCN(c2nccc(Nc3ccc(OC)cc3)n2)C1 (configuration not stated)	1.9%	11.8%	?	1.8%[12.5 µM]	/	5.4	?

# Copied from the list.
# For SNCA expr inh, `COCC1CN(C(C)=O)CC12CCN(Cc1ccc(F)cc1Cl)CC2` (configuration not stated) reads -10.1%
# For HEK293 viab, `COC(=O)CNC(=O)C1CCCN(c2nccc(Nc3ccc(OC)cc3)n2)C1` (configuration not stated) reads 1.8%[12.5 µM]

# Next section.
structure	GPT2 inh	SNCA expr inh	NIH3T3 tox	HEK293 viab	Luciferase inh	IP6K1 inhibitor	HEK cytotox
Cc1nn(CCCC(=O)NCc2ccccc2Br)c(=O)c2c1sc1ccccc12	/	32.9%[activator]	/	11.4%	/	6.1	/
Cc1nc(C2CCN(C(=O)C3(C(N)=O)CC3)CC2)cc(N2CCOCC2)n1	-8.2%	-20.0%	4.7%	-2.1%	1.6%	-10.6	-9.4%
Cc1ccc2c(c1)C(=O)OC(C(=O)Nc1ncc(Cc3ccc(Cl)cc3)s1)C2 (configuration not stated)	/	26.1%	/	14.3%	/	18.4	/
CC(C)c1ccc(NS(=O)(=O)c2cc(Br)cc3c2N(C(=O)C2CC2)CC3)cc1	/	29.9%	/	23.1%	/	-3.0	/
COc1ccc(C(=O)N(Cc2sccc2C)C2CCS(=O)(=O)C2)cc1Cl (configuration not stated)	/	49.5%[activator]	/	-12.8%	/	17.0	/
CCOc1ccc(CNC(=O)c2ccc(CS(=O)c3ccccc3)o2)cc1 (configuration not stated)	/	9.0%	/	4.8%	/	4.5	/
COc1ccc(-c2nc(C3CC3)nc3c2CN(C(=O)c2ccc(C(F)(F)F)cc2)CC3)cc1	i	?	?	10µM*	/	-11.2	?
Cc1nn(C)cc1C(=O)N1CC[C@H](N2CCN(C)CC2)[C@H](CCCO)C1	-6.1%	-15.2%	-2.6%	-1.1%	-7.1%	17.7	-4.0%
CCOc1ccccc1-c1noc(-c2ncn3c2COC(c2ccc(OC)cc2)C3)n1 (configuration not stated)	-14.3%	40.8%[activator]	?	4.4%	2.4%	4.4	?
COc1ccc(S(=O)(=O)N2CCOC[C@H](Oc3cnccn3)C2)cc1	i	4.9%[87.6 µM]	-3.8%[174 µM]	4.5%[87.6 µM]	-3.2%[172 µM]	4.8	-24.6%[172 µM]
COc1ccc(CCNC(=O)c2cn(C)c3ccc(S(=O)(=O)N(C)C4CCCCC4)cc3c2=O)cc1OC	/	3.6%	/	-6.3%	/	2.8	/
Cc1cc(NC(=O)CSc2nc(-c3ccccc3C)nc3c2c(=O)n(C)c(=O)n3C)no1	/	-0.1%	/	-0.3%	/	7.9	/
Cc1ncc2c(n1)CCCN(CC(=O)NC1CCCCCC1)C2=O	i	1.9%	-7.9%	1.1%	4.5%	0.7	-1.2%
COc1ccc(NC(=O)N2CCCC(CN3CCOCC3)CC2)cc1 (configuration not stated)	0.1%	25.2%	-9.7%	-14.9%	/	-10.0	3.4%
CN1Cc2ncnc(NCc3cccnc3)c2CN(c2ccccc2)C1=O	i	-5.9%	-22.6%	6.0%	6.6%	-17.3	0.4%
CC(=O)NCCCC(=O)N1CCC2(CC1)CN(S(C)(=O)=O)Cc1ccccc1O2	-7.1%	37.4%[activator]	0.5%	3.1%	/	-2.6	-7.6%
Cc1ccc(CNC(=O)C2CCN(C(=O)c3ncn4c3COC(c3ccc(F)cc3)C4)CC2)cc1 (configuration not stated)	i	-12.9%	i	-3.2%	?	3.9	5.3%
CCOC(=O)c1ccc(CNC(=O)N2CCC3(CC2)CC(OCC)CCO3)cc1 (configuration not stated)	i	-14.9%	-10.2%	-14.3%[12.5 µM]	-7.9%	-4.7	-27.8%
Cc1c2cnn(CC(=O)NCc3ccc(Cl)cc3)c(=O)c2c(C)n1Cc1ccc(F)cc1	/	5.7%	/	2.8%	/	9.5	/
Cc1cc(=O)n(CC(=O)Nc2ccc(F)cc2)c(-c2ccc(F)cc2)n1	-1.6%	19.8%	-7.2%	-6.4%	0.8%	-0.5	?
CCOCCCNC(=O)C1CCCN1Cc1cccc(-c2ccc(C)c(Cl)c2)c1 (configuration not stated)	/	/	?	/	/	8.1	?
CN(C)c1cccc(C(=O)Nc2nc3ccc(S(=O)(=O)NC(C)(C)C)cc3s2)c1	/	-26.2%	/	-19.8%	/	-0.9	/
CCC(C(=O)OCCN1CCOC(c2ccccc2)C1C)c1ccccc1 (configuration not stated)	i	29.2%[25.6 µM]	/	-12.5%[23.9 µM]	/	13.1	/
COc1ccc(-c2cnc3[nH]cc(CC(=O)N4CCCC4)c3c2)cc1	?	10.0%[87.6 µM]	7.94µM*	-25.8%[87.6 µM]	22.4µM*	-11.1	70.8µM*
COCCOCC1(CNC(=O)COc2ccccc2)C[C@@H](O)[C@@H](O)C1 (some centres not stated)	?	2.7%[87.6 µM]	-14.2%[174 µM]	3.9%[87.6 µM]	-2.5%[172 µM]	6.5	-3.0%[172 µM]
CC1=C(C(=O)N2CCN(c3cc(C)ccc3C)CC2)C2(CCC(C)CC2)OC1=O (configuration not stated)	/	16.4%	/	-4.0%	/	26.9	/

# Screening data as filed in PubChem.

# The list is partial; the hit share may differ from the screen's.
